# esBAF inh: Bmi1 luciferase reporter increase in mESCs, primary screen, esBAF inhibitor project, mouse ES cells, Bmi1 luciferase knock-in, single point; 24 h; 100% = twice the neutral-well signal; 350,000 tested, 2% active; reporter increase, % at 12.5 µM; AID 602393, 2012; in the data active = activation above about 40%; inconclusive = no clear call, values can overlap the other calls;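 also: 0% = median of the plate's neutral control wells and 100% = double that signal; a rise in the Bmi1 reporter signal indicates esBAF inhibition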
# ERp5 block: inhibitors of ERp5-driven insulin aggregation, primary screen, biochemical, turbidity, absorbance 650 nm, single point; 90 min; inhibition, % at 9.99 µM; 350,000 tested, 0.05% active; AID 651711, 2012;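 active = mean replicate inhibition above about 25%, with every replicate also reaching it, limit read from the data, passing the limit was not always enough; inconclusive = only one of those two criteria met; inactive = neither criterion met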
# RAD52 inh: RAD52 DNA annealing inhibitors, primary screen, biochemical, FRET, single point, set 2; DNA repair protein RAD52 homolog (Homo sapiens), P43351; recombinant RAD52 DNA annealing, FRET fluorescence; inhibition, % at 18.7 µM; 360,000 tested, 0.46% active;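 active = every replicate showing at least 50% inhibition; inconclusive = mean inhibition at least 50% but not in every replicate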
# Xi reactivation: activators of inactive X chromosome reactivation, primary screen, imaging, XiGFP fibroblasts, GFP high-content imaging, set 2. 360,000 tested, 0.055% active. XiGFP mouse fibroblasts, % GFP-positive cells imaging, 3 d; cells co-treated with 5-aza-dC sensitizer; scaled so ellipticine positive control = 100%. activation, % at 7.58 µM;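 active = mean normalized replicate activation at least 10% and every replicate at or above 10%; inconclusive = only one of the two criteria met; inactive = mean below 10% and not all replicates reach 10%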;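 also: 0% = median of on-plate neutral control wells and 100% = ellipticine 6 µM median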
#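 Assay system: SV40-immortalized XiGFP fibroblast cells, line 68-5-11; buffer or medium: DMEM plus 5-aza-dC sensitizer; compound: one concentration, pinned; timing: compounds 3 days, fix/stain 15 min at room temperature; benchmarks: positive control ellipticine, 6 µM final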
# RAD54 inh: inhibitors of human RAD54 branch migration, primary screen, biochemical, fluorescence, single point; RAD54 Holliday junction branch migration, FAM/BHQ fluorescence; inhibition, % at 10.4 µM; 360,000 tested, 0.14% active;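 active = mean normalized replicate activity at least 40 and at least half of replicates scoring 40 or more; inconclusive = only one of the two criteria met; inactive = mean below 40 and under half of replicates reaching 40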;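 also: 0% = median of neutral control wells and 100% = median of positive control wells; inhibitors cause a drop in the FAM fluorescence signal; in these data hits start at about 50%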
# S100A4 MyoIIA: inhibitors of S100A4-myosin IIA peptide binding, primary screen, biochemical, fluorescence polarization, TAMRA-MyoIIA peptide. Protein S100-A4 (Homo sapiens), P26447. inhibition, % at 10.7 µM. 360,000 tested, 0.14% active;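 active = mean inhibition of at least 70% across replicates, with every replicate also reaching that level; inconclusive = mean inhibition reaches 70% but some replicates fall short; inactive = mean inhibition below 70%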
# Target sequence (P26447 whole entry, looked up): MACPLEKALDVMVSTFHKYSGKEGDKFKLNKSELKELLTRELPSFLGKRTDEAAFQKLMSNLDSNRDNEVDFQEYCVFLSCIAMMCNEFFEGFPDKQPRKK
#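 System – human S100A4 monomer protein, biochemical binding assay · Buffer or medium – Calcium-containing HEPES buffer, pH 7.2 · Timing – 5 min between mix addition and reading · Also added – TAMRA-labelled myosin IIA heavy-chain peptide probe, 5 nM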
# E-selectin induc: E-selectin induction in HUVECs, primary screen, imaging, HUVEC, immunofluorescence imaging, single point; P16581; normalized: neutral wells 0, TNF-alpha wells 100; activation, % at 7.58 µM; 260,000 tested, 0.37% active; AID 686992, 2013;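 active = mean E-selectin-positive cell signal at least 10% of the positive control, reached in at least 60% of replicates, without over 20% cell loss; inconclusive = no rule given, readout overlaps actives, possibly toxicity-flagged; inactive = the rest, including those meeting only one limit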;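 also: in these data hits start at about 27%; measured in HUVEC primary endothelial cells; signal is the percent of cells scored E-selectin positive by PE staining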
# Target sequence (P16581 whole entry, looked up): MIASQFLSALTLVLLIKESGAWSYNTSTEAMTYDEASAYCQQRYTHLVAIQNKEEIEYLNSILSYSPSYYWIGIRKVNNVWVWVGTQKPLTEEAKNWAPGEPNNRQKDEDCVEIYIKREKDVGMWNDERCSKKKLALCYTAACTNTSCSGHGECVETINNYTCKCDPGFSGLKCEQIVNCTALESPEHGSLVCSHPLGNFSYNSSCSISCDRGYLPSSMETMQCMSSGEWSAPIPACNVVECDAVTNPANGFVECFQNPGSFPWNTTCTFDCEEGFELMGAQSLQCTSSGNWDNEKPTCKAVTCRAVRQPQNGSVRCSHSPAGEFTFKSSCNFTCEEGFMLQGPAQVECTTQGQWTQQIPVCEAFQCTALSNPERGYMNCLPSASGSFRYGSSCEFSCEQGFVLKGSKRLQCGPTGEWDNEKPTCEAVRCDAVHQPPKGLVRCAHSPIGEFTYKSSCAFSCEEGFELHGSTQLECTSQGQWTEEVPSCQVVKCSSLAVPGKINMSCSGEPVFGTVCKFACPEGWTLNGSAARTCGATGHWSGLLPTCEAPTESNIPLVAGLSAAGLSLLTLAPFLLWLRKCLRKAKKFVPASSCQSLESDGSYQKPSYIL
#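 Test system: HUVEC | Signal: Immunofluorescence imaging | Read-out: Percent E-selectin-positive cells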
# ERAP1 HTS inh: human ERAP1 aminopeptidase inhibitors, primary screen, biochemical, single point, plate reader. Endoplasmic reticulum aminopeptidase 1 (Homo sapiens), Q9NZ08. recombinant ERAP1, Leu-AMC fluorescence, 60 min. inhibition, % at 10.7 µM. 340,000 tested, 0.15% active. AID 652197, 2013;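 active = mean replicate inhibition of at least 30%, or all replicates individually reaching that 30% level; inactive = mean below 30% and not every replicate reaching it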;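 also: 0% = neutral control wells and 100% = L-leucinethiol positive control wells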
# * = called active by the depositor; ? = inconclusive; / = not tested or not shown.
# Each structure is followed by: ERAP1 HTS inh, S100A4 MyoIIA, RAD52 inh, Xi reactivation, RAD54 inh, esBAF inh, ERp5 block, E-selectin induc
CCC(=O)Nc1ccc2c(c1)OC[C@H](C)N(C(=O)C1CCC1)C[C@@H](C)[C@@H](OC)CN(C)C2=O
→ 0, -6, -6, 0.3, 1, -4, -1, 0.0
CC1(C(=O)NS(=O)(=O)c2ccccc2Cl)CCN1C(=O)C1(c2ccccc2)CC1 (configuration not stated)
→ -4, 10, -10, 0.0, -4, 4, 0, 0.5
CCc1ccc(NC(=O)C2CCCN(S(=O)(=O)c3ccc4c(c3)CC(C)N4C(C)=O)C2)cc1 (configuration not stated)
→ -1, -6, 14, 0.5, 8, 0, -1, 0.0
C[C@H]1CCCCO[C@@H](CN(C)S(=O)(=O)c2ccccc2)[C@@H](C)CN([C@@H](C)CO)C(=O)c2cc(NS(=O)(=O)c3ccc(F)cc3)ccc2O1
→ -4, -21, -12, 0.2, 0, -2, 0, 0.1
CNC(C)C(=O)NC(C(=O)N1CCCC1C(=O)NNc1ccccc1)C(C)C (configuration not stated)
→ -6, -1, -15, 0.0, 5, -7, -2, 0.3
Cc1ccc(NC(=O)[C@H](C)NC(=O)C2CCN(C(=O)[C@@H](N)C(C)C)CC2)cc1
→ 1, -1, -16, 0.0, 0, 4, 1, 0.0
CC1CCN(c2c(NCc3ccc(C(=O)NCc4cccnc4)cc3)c(=O)c2=O)CC1
→ 3, 23, -6, 0.2, 3, 3, 5, 0.4
Cc1ccc2c(C)c(C(=O)Nc3cccnc3)oc2c1C
→ 0, 0, 0, 0.0, -6, -3, 3, 0.4
O=S(=O)(Nc1ccccc1N1CCCCC1)c1ccc(F)cc1
→ 3, 0, -13, 0.1, -2, 8, -1, -0.1
COC(=O)c1cc2ccsc2n1Cc1cccc(F)c1
→ -3, -1, -8, 0.0, /, /, -8, /

# Additional records
# Each structure is followed by: ERAP1 HTS inh, S100A4 MyoIIA, RAD52 inh, Xi reactivation, RAD54 inh, esBAF inh, ERp5 block, E-selectin induc
COc1ccc(NC(=O)Nc2cccc3c2O[C@H](CN(C)Cc2ccc(C(=O)Nc4ccccc4N)cc2)[C@H](C)CN([C@@H](C)CO)C3=O)cc1
→ 0, 2, 0, -0.5, /, /, 1, 4.4
Cc1cc(Br)ccc1NC(=O)CN(C)C(=O)C1CCN(c2ncnc3sc(C)c(C)c23)CC1
→ 0, -2, -32, 0.7, -3, -5, -9, -1.1
CC(=O)NC[C@H]1[C@@H](c2ccc(C#Cc3ccccc3F)cc2)[C@@H](CO)N1C(C)=O
→ -1, 0, -13, 0.2, /, /, 1, -0.2
Cc1cccc(C)c1NC(=O)C1(C)CN(S(C)(=O)=O)CC(=O)N1CC(F)(F)F (configuration not stated)
→ -4, -7, 2, /, /, /, 3, -1.5
COc1ccc(S(=O)(=O)N(CC(=O)Nc2ccccc2C(=O)N2CCOCC2)c2ccc(F)cc2)cc1
→ 1, -2, 9, -0.1, -2, /, 6, -0.2
O=C(COC(=O)c1cccnc1SC(F)F)NC1CC1
→ -5, 2, -10, 0.2, -9, -2, 0, /
COc1ccc(N2CCN(C(=O)c3ccc(NS(=O)(=O)c4cccs4)cc3)CC2)cc1
→ -2, -3, -14, 0.0, 7, 26, 0, -2.8
Cc1ccccc1OCC(=O)NC1CCCCCCC1
→ 0, -2, -7, 0.1, -6, 18, -1, 0.0
CC(C)NC(=O)Nc1ccc2c(c1)CC(=O)N([C@H](C)CO)C[C@H](C)[C@@H](CN(C)S(=O)(=O)c1ccccc1)O2
→ -3, 3, 5, 0.0, -3, -1, -4, -0.5
CCOc1c2ccc(C(=O)NCc3ccc(C(F)(F)F)cc3C(F)(F)F)cc2nn1C
→ -4, 6, -8, -0.1, -1, 5, 2, 0.0

# Next part
# Each structure is followed by: ERAP1 HTS inh, S100A4 MyoIIA, RAD52 inh, Xi reactivation, RAD54 inh, esBAF inh, ERp5 block, E-selectin induc
Nc1nnc(SCC(=O)NC2CCCC2)s1
→ -2, -2, -10, 0.0, 0, -1, 1, /
Cc1ccccc1-c1cnc2c(c1)C(=O)N([C@H](C)CO)C[C@@H](C)[C@H](CN(C)Cc1ccccc1F)O2
→ 1, -2, 11, 0.0, -4, -16, -2, 0.0
O=C(C[C@H]1C=C[C@H](NS(=O)(=O)c2cccc(F)c2)[C@H](CO)O1)NCc1ccc2c(c1)OCO2
→ 1, ?, -16, 0.3, 3, 0, 2, 0.5
Oc1[nH]c(=S)sc1C=C1N=c2ccccc2=N1
→ 3, 2, -23, -0.2, 5, 26, 0, 1.3
O=C(Nc1ccnn1C1CCN(Cc2cccnc2)CC1)c1ccccc1Cl
→ 0, -2, -14, 0.1, -4, -9, 0, /
CCN(CC)CCN(C(=O)c1c(F)cccc1F)c1nc2cc(C)cc(C)c2s1
→ /, 3, -5, 0.2, /, /, 4, -1.7
Cc1cc(NC(=O)c2cc(-c3cccs3)nc3ccccc23)no1
→ 1, -3, -8, 0.0, 22, -4, 3, /
Cc1cccc(NC(=O)CSCC(=O)Nc2ccc(S(=O)(=O)N3CCCC3)cc2)c1
→ -2, 4, -9, -0.2, /, -6, -10, -1.7
O=C(N/N=C/c1cccc(Oc2ccccc2)c1)c1ccccc1F
→ -4, -1, -16, 0.0, 2, 7, 0, 1.8
NS(=O)(=O)c1ccc(NC(=O)COC(=O)CCc2ccc(S(=O)(=O)N3CCOCC3)cc2)cc1
→ -3, -4, -15, 0.0, 6, -7, 0, /

# (listing goes on)
# Each structure is followed by: ERAP1 HTS inh, S100A4 MyoIIA, RAD52 inh, Xi reactivation, RAD54 inh, esBAF inh, ERp5 block, E-selectin induc
O=C(C[C@@H]1C[C@@H]2c3cc(NC(=O)CC4CC4)ccc3O[C@@H]2[C@@H](CO)O1)NCc1cccc(F)c1
→ -4, -3, 5, 0.5, 3, 5, /, 0.4
COc1ccc(NC(=O)CSCC(=O)Nc2ccc(S(=O)(=O)N3CCCC3)cc2)cc1
→ 6, -3, 6, 0.0, 2, -1, -7, 0.0
COCCNC(=O)[C@@H]1[C@@H](CO)[C@@H]2Cn3c(ccc(-c4ccccc4)c3=O)[C@H]1N2C
→ -1, -7, -10, 0.3, 0, 2, 5, 0.8
N#CC1(C#N)CC(C=O)=C(N)C1(C#N)CC(=O)C12CC3CC(CC(C3)C1)C2 (configuration not stated)
→ -7, -11, -49, -0.1, /, /, -3, 1.7
COc1cccc(S(=O)(=O)N(C)C[C@@H]2OCc3ccccc3-c3ccccc3C(=O)N([C@H](C)CO)C[C@H]2C)c1
→ -2, 16, 4, 0.0, -3, -1, -2, -4.0
C[C@@H]1CCCCO[C@@H](CN(C)C(=O)NC2CCCCC2)[C@H](C)CN([C@@H](C)CO)C(=O)c2cc(NS(=O)(=O)c3ccccc3)ccc2O1
→ 2, 5, -77, 0.4, 3, 4, -3, -0.3
Cc1ccc(S(=O)(=O)Nc2ccc3c(c2)C(=O)N([C@@H](C)CO)C[C@@H](C)[C@@H](CN(C)Cc2ccc(C(=O)O)cc2)OCCCC[C@@H](C)O3)cc1
→ 4, 3, 1, 0.1, 0, 6, 2, 1.7
Cc1cc(NC(=O)c2cnccn2)no1
→ 0, 11, -80, /, /, /, 4, /
CC(C)(CNC(=O)CNC(=O)c1ccccc1F)N1CCOCC1
→ -4, -3, -15, 0.2, 0, 6, 4, 0.7
COc1ccc(C2CC(c3ccco3)n3ncnc3N2)cc1 (configuration not stated)
→ /, -3, -57, 0.4, -4, -3, 3, 0.2

# Rewritten as tab-separated lines: part of the list above.
mol	ERAP1 HTS inh	S100A4 MyoIIA	RAD52 inh	Xi reactivation	RAD54 inh	esBAF inh	ERp5 block	E-selectin induc
COc1ccc(NC(=O)CSCC(=O)Nc2ccc(S(=O)(=O)N3CCCC3)cc2)cc1	6	-3	6	0.0	2	-1	-7	0.0
CC(C)(CNC(=O)CNC(=O)c1ccccc1F)N1CCOCC1	-4	-3	-15	0.2	0	6	4	0.7
COc1cccc(S(=O)(=O)N(C)C[C@@H]2OCc3ccccc3-c3ccccc3C(=O)N([C@H](C)CO)C[C@H]2C)c1	-2	16	4	0.0	-3	-1	-2	-4.0
C[C@@H]1CCCCO[C@@H](CN(C)C(=O)NC2CCCCC2)[C@H](C)CN([C@@H](C)CO)C(=O)c2cc(NS(=O)(=O)c3ccccc3)ccc2O1	2	5	-77	0.4	3	4	-3	-0.3
Cc1cc(NC(=O)c2cnccn2)no1	0	11	-80	/	/	/	4	/
N#CC1(C#N)CC(C=O)=C(N)C1(C#N)CC(=O)C12CC3CC(CC(C3)C1)C2 (configuration not stated)	-7	-11	-49	-0.1	/	/	-3	1.7
COc1ccc(C2CC(c3ccco3)n3ncnc3N2)cc1 (configuration not stated)	/	-3	-57	0.4	-4	-3	3	0.2

# (next part)
# Each structure is followed by: ERAP1 HTS inh, S100A4 MyoIIA, RAD52 inh, Xi reactivation, RAD54 inh, esBAF inh, ERp5 block, E-selectin induc
C[C@H]1CCCCO[C@@H](CN(C)C(=O)Nc2ccc(F)cc2)[C@@H](C)CN([C@@H](C)CO)C(=O)c2cc(NS(=O)(=O)c3ccc(F)cc3)ccc2O1
→ 0, 39, 7, 0.1, /, /, 7, 1.7
CN(CC(=O)Nc1ccc(F)cc1)C(=O)CSc1nnc(Cc2ccccc2)o1
→ -3, -4, -10, 0.2, 6, 0, 3, /
OC(c1ccc(F)c(F)c1)c1nc(-c2ccncc2)cs1 (configuration not stated)
→ 1, 3, -6, -0.2, -8, 6, -2, -3.7
O=C(COc1ncnc2cc(Cl)ccc12)c1ccccc1
→ /, 7, -13, -0.1, -9, 71*, 7, /
CNc1ccc(Oc2c(F)c(F)nc(F)c2F)cc1
→ 1, -3, -14, 0.0, 6, 3, 5, 0.0
COc1cc(CN2CCCN(C)CC2)c([N+](=O)[O-])cc1OC
→ -3, 2, -3, 0.3, 1, -5, -3, /
COc1cc(NC(=O)c2cc3ccccc3cc2O)c(OC)cc1Cl
→ -5, 1, -8, 0.1, 11, -18, 1, 0.2
COCC(=O)N1CC2(C1)[C@H](c1ccc(-c3ccc(F)cc3)cc1)[C@H](CO)N2C(C)=O
→ -2, -2, -14, 0.0, /, /, -4, -0.3
O=C(COC(=O)/C=C/c1ccc([N+](=O)[O-])cc1)Nc1ccc(F)cc1
→ 7, 0, -27, 0.2, 14, -2, 6, 0.1
O=C(c1ccccc1)N1CCN(c2ncccn2)CC1
→ 0, 4, 18, 0.0, -2, -4, 4, /
Cc1ccc(-c2ccc3c(c2)O[C@H](CN(C)Cc2ccc(F)cc2)[C@@H](C)CN([C@H](C)CO)S3(=O)=O)cc1
→ 0, 8, 3, -1.0, 3, -4, -8, -0.1
CCOC(=O)C1CCCN(C(=O)c2cccc3ccccc23)C1 (configuration not stated)
→ -4, 1, -6, 0.3, -8, -10, 2, -0.2
O=C1C=C(c2cccc(Cl)c2O)C[C@@H](c2ccc(Cl)cc2)C1
→ -2, -3, -15, 0.2, -3, -1, 6, -0.4

# Source: PubChem BioAssay (Broad Institute)
